M17LAP inhibition – P. falciparum M17LAP inhibitors, primary screen, biochemical, fluorogenic H-Leu-NHMec substrate, 1536-well (AID 1619) | recombinant M17LAP, H-Leu-NHMec fluorogenic kinetic assay; higher % means a stronger effect | inhibition, % at 30 µM; hits with a dose series show IC50 in µM | 220,000 compounds, 0.38% hits;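 active means compound inhibiting the enzyme by more than half at any dose during confirmatory dose-response retesting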;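 further: plate controls were full reaction with DMSO carrier for no effect and no enzyme background for full effect; strong numbers were not always called active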
Yfh1-off respiration – mitochondrial function rescue without frataxin homolog – Friedreich's ataxia, plus single-dose screen, dose response (AID 1465) | S. cerevisiae Yfh1-off respiration, WST-1 reduction, 72 h; higher fold induction means a stronger effect | fold induction at 50 µM, or EC50 in µM where a hit was titrated | 220,000 compounds, 0.074% hits;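 active means fold induction of absorbance versus untreated yeast above a set limit, then at least 30% activation at any dose in follow-up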;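 further: activators that raise dye reduction in frataxin-depleted yeast; strong numbers were not always called active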
Dynein cargo inh – blocks dynein driven cargo transport along microtubules. z-score, hits read low. AID 1381. 220,000 compounds, 0.47% hits. 3617.4 mouse cells, GR-EGFP nuclear translocation imaging; test concentration mostly 20 µM; stimulated with dexamethasone, 1 µM; stronger effect = lower value;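 active means plate z-score of nuclear minus cytoplasmic receptor signal below a set negative limit, without overly bright fluorescence or cell loss, cut at about -3.5 in these data, passing the limit was not always enough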;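 further: z-score of nuclear minus cytoplasmic ring GR-EGFP intensity difference per well; some compounds called inactive have numbers as strong as hits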
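Buffer or medium: tetracycline-free induction medium containing charcoal-stripped FBS / Reagent: dexamethasone agonist, 1.0 µM final, for 30 min / Technique: automated 10x imaging of fixed Hoechst-stained cells / Times: induction 48 h, compound 1 h, agonist 30 min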
Autophagy HCS – autophagy modulation, high-content screen. MEF GFP-LC3 puncta imaging; test concentration mostly 10 µM. calls only at 10 µM (by protocol). 190,000 compounds, 0.98% hits;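 active means percentage of spot-positive cells more than 3 SD above its plate mean, without a fluorescence outlier flag or 80% toxicity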;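 further: spot-positive cell cutoff set from DMSO-treated cells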
b-catenin transl – beta-catenin nuclear translocation modulation | HeLa beta-catenin nuclear translocation, immunofluorescence imaging | 190,000 compounds, 0.3% hits | nuclear translocation activity, % at 5 µM;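 active means nuclear translocation activity above 50% at 5 µM, with a well cell count of 50 or more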;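 further: per-cell ratio of nuclear to cytoplasmic median beta-catenin stain intensity; plate controls were DMSO negative control for no effect and GSK-3 inhibitor IX positive control for full effect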
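Technique: fluorescence imaging of beta-catenin antibody stain plus DAPI / Material: human HeLa cell line / Incubation: compound treatment 24 h, 37°C, 5% CO2 / Read-out basis: % activation of per-cell nuclear versus cytoplasmic median beta-catenin signal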
T cell HTS – T cell immune modulators affecting CD8 T cell-vesicle binding; 2C CD8+ T cell-vesicle binding, flow cytometry; stronger effect = lower value; calls only at 7 µM; 330,000 compounds, 0.068% hits; AID 2052;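 active means response, share of CD8 T cells binding vesicles, and their 90th percentile fluorescence all below set limits, cut at about 80% in these data, passing the limit was not always enough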
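Assay system: 2C TCR transgenic mouse naive CD8+ T cells, MACS-purified | Read-out: CD8+ gate FL2 mean fluorescence as % of same-row positive control | Signal: High-throughput flow cytometry with anti-B7-1 and anti-CD8 staining | Timing: Binding step 1.5 h, 37 °C, antibody labelling 20 min, ice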
WT yeast gro inh – growth inhibition of WT yeast, mitochondrial fusion screen. mitochondrial fusion phenotypic screen, WT strain. inhibition, % at 10 µM. 190,000 compounds, 2.1% hits. AID 1362; in the data active means inhibition above about 58%; tested in S. cerevisiae
M1AAP inhibition – malaria alanyl aminopeptidase activity blockers – biochemical, fluorogenic H-Leu-NHMec substrate, 1536-well (AID 1445); recombinant M1AAP, H-Leu-NHMec fluorogenic kinetic assay; higher % means a stronger effect; inhibition, % at 30 µM; hits with a dose series show IC50 in µM; 220,000 compounds, 0.42% hits;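 active means primary inhibition above the hit cutoff, then over 50% inhibition at one or more dose response concentrations, cut at about 23% in these data, passing the limit was not always enough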;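 further: plate controls were DMSO full reaction for no effect and no enzyme background for full effect; strong numbers were not always called active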
MT stabilizer – microtubule stabilization, imaging screen. 200,000 compounds, 0.83% hits. % tubulin-high responders, % at 10 µM. AID 2205. HeLa tubulin immunostaining HCS, 24 h; share of cells brighter than vehicle mean+2SD;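 active means plate Z-score above 3 for both tubulin-high and condensed-nucleus cell shares, with cell loss under 80%, at 10 µM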;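 further: anti alpha tubulin signal scored within the nucleus-defined area of each cell; some results filed as inactive read as strong as hits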
WT yeast gro inh mutant strain – recorded beside WT yeast gro inh, whose call it bears; inhibition, %; mitochondrial fusion phenotypic screen, mutant strain inhibition
Dynein cargo inh cytoplasmic EGFP – further read-out of Dynein cargo inh, marked with its call; z-score; measured here: cytoplasmic GR-EGFP intensity; stronger effect = higher value
Dynein cargo inh nuclear GR-EGFP – recorded beside Dynein cargo inh, whose call it bears; z-score; measured here: nuclear GR-EGFP intensity;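 lower value marks the stronger effect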
Dynein cargo inh cell count – second read-out of Dynein cargo inh, no call of its own (marks repeat the call); z-score; measured here: cell count per field
b-catenin transl cell count 5 µM – second read-out of b-catenin transl, no call of its own (marks repeat the call); cell count; measured here: cell count, cytotoxicity flag
T cell HTS vesicle-bound % – further read-out of T cell HTS, marked with its call; double positive events, %; measured here: CD8+ vesicle-bound cell fraction;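 binding gate set so that unloaded-vesicle control wells show 10% double positive cells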
MT stabilizer Hoechst-high % – further read-out of MT stabilizer, marked with its call; % Hoechst-high responders; measured here: nuclear condensation Hoechst responders;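 share of cells brighter than vehicle mean plus two SD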
MT stabilizer cytotoxicity % – recorded beside MT stabilizer, whose call it bears; toxicity, %; measured here: cytotoxicity by cell density;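 0% = mean cell density of plate MIN control wells and 100% = no cells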
Autophagy HCS cell loss 18 h – also measured in Autophagy HCS; calls as there; toxicity, %; measured here: cell loss, nuclei count;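 cell loss after 18 h compound exposure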
Numbers without * were called inactive; i = inactive; . = no result given.

SMILES | M17LAP inhibition | Yfh1-off respiration | Dynein cargo inh | Dynein cargo inh cytoplasmic EGFP | Dynein cargo inh nuclear GR-EGFP | Dynein cargo inh cell count | Autophagy HCS | Autophagy HCS cell loss 18 h | b-catenin transl | b-catenin transl cell count 5 µM | T cell HTS | T cell HTS vesicle-bound % | WT yeast gro inh | WT yeast gro inh mutant strain | M1AAP inhibition | MT stabilizer | MT stabilizer Hoechst-high % | MT stabilizer cytotoxicity %
O=C(CNCc1ccccc1)Nc1ccc(F)cc1 | 2% | i | 1.4 | -0.31 | 1.1 | -0.28 | i | 39 | 6.0 | 891 | i | 24 | -9 | -8 | 1% | 2.6 | 1.5 | 0.7
CCC(Br)C(=O)Nc1ccc(OC)cc1 (stereo unspecified) | -6% | i | -0.14 | -0.28 | -0.12 | 0.5 | i | 13 | 1.2 | 1071 | i | 36 | -4 | 8 | -1% | 3.1 | 2.9 | 3.1
NC(=S)Nc1nc2ccccc2[nH]c1=O | 17% | . | 0.57 | -0.084 | 0.44 | -0.32 | i | 11 | 0.9 | 983 | i | 51 | -7 | -4 | 24%* | 2.1 | 0.9 | 6.1
CCC(=O)c1ccc(N2CCN(C(=O)c3cc([N+](=O)[O-])ccc3N3CCN(C)CC3)CC2)c(F)c1 | 18% | i | -0.42 | -0.19 | -0.34 | 0.39 | i | 18 | -0.9 | 1363 | i | 44 | 2 | 19 | 5% | 0.8 | 1.5 | 12
Cc1ccc(O)c(NC(=O)/C=C/C(=O)O)c1 | 2% | i | 0.91 | -0.22 | 0.59 | -0.86 | i | 5 | 1.5 | 1096 | i | 32 | -1 | 4 | 7% | 2.3 | 1.5 | 7.6
CCOC(=O)Nc1ccc(S(=O)(=O)NCCCN2CCOCC2)cc1 | 0% | i | -0.39 | -0.23 | 0.37 | -0.29 | i | 5 | . | . | i | 50 | -9 | -3 | 3% | 3.4 | 2.0 | 5.8
O=C(CSc1nnc(-c2ccncc2)n1-c1ccccc1Cl)Nc1ccc(C(=O)O)cc1 | 2% | i | 0.13 | -0.36 | -0.51 | -0.26 | i | 22 | 0.2 | 1040 | i | 26 | -10 | -7 | 7% | 1.8 | 1.5 | 7.5
COc1ccc(C(=O)NCCCN2CCOCC2)cc1OC | 9% | i | -0.62 | -0.22 | -0.94 | 0.38 | i | 2 | -1.4 | 1340 | i | 33 | -11 | 57 | 3% | 3.0 | 1.4 | 3.5
COc1ccc(NC(=O)Cn2c(=O)c(C)nc3ccccc32)cc1Cl | -3% | i | -0.036 | -0.23 | -0.06 | 0.22 | . | . | -4.3 | 1199 | i | 41 | . | . | 1% | . | . | .
Cc1ccc(C(=O)CCNc2ccc(Cl)cc2)o1 | 7% | i | -1.5 | -0.25 | -0.74 | 1.3 | i | -11 | . | . | i | 33 | -4 | 38 | 6% | 2.6 | 1.9 | 10

Just Autophagy HCS and WT yeast gro inh mutant strain, for some of the entries so far:
smiles	Autophagy HCS	WT yeast gro inh mutant strain
CCC(=O)c1ccc(N2CCN(C(=O)c3cc([N+](=O)[O-])ccc3N3CCN(C)CC3)CC2)c(F)c1	i	19
Cc1ccc(O)c(NC(=O)/C=C/C(=O)O)c1	i	4

More records.
SMILES | M17LAP inhibition | Yfh1-off respiration | Dynein cargo inh | Dynein cargo inh cytoplasmic EGFP | Dynein cargo inh nuclear GR-EGFP | Dynein cargo inh cell count | Autophagy HCS | Autophagy HCS cell loss 18 h | b-catenin transl | b-catenin transl cell count 5 µM | T cell HTS | T cell HTS vesicle-bound % | WT yeast gro inh | WT yeast gro inh mutant strain | M1AAP inhibition | MT stabilizer | MT stabilizer Hoechst-high % | MT stabilizer cytotoxicity %
O=C1COc2ccccc2N1Cc1ccccc1Cl | -6% | i | -0.042 | -0.2 | 0.57 | 0.69 | i | 14 | -4.6 | 1012 | i | 26 | 4 | 24 | -5% | 3.8 | 2.7 | 8.4
CCC(=O)Nc1ccc(Cl)c(NC(=O)c2cccc(OC)c2)c1 | -6% | i | -0.67 | -0.25 | -0.39 | 0.46 | i | 6 | -0.3 | 1469 | i | 28 | -1 | -26 | 15% | 4.2 | 3.7 | 4.5
O=C(N=Nc1c(O)[nH]c2ccccc12)c1cc(-c2ccc(F)cc2)n[nH]1 | -2% | i | 0.92 | -0.31 | 0.94 | -0.89 | i | 0 | 0.5 | 889 | i | 40 | -13 | -8 | 4% | 3.6 | 2.1 | 6.7
COc1cc2ccccc2c2c1CCCC2=O | -3% | i | 0.69 | -0.26 | 0.89 | 0.39 | i | -3 | -3.5 | 1106 | i | 25 | -15 | -17 | 5% | 2.1 | 2.1 | 6.8
CCn1nc(C(=O)Nc2ccc(C)c(C)c2)c(Cl)c1Cl | 9% | i | -0.21 | -0.16 | 0.52 | 0.73 | i | -18 | -5.2 | 1424 | i | 20 | -10 | -8 | 5% | 1.7 | 1.4 | 6.0
O=C(O)c1ccc(Cn2cc(C(F)(F)F)ccc2=O)cc1 | -4% | i | -0.13 | -0.22 | 0.27 | 1 | i | 11 | -1.6 | 1075 | i | 55 | -2 | 9 | 2% | 2.4 | 3.4 | 7.9
COc1ccc(C(=O)N2CCc3cc(OC)c(OC)cc3C2c2cccc([N+](=O)[O-])c2)cc1 (stereo unspecified) | 0% | . | -0.69 | 0.34 | 0.4 | 0.53 | i | -26 | -0.9 | 1087 | . | . | 5 | 1 | 1% | 45* | 34* | 31*
Nc1nc(CN2CCCCCC2)nc(Nc2ccc(F)cc2)n1 | 10% | i | 2.5 | 0.53 | 2 | -1.6 | i | 7 | . | . | i | 53 | 6 | -1 | 8% | 1.1 | 0.8 | 9.8
CCc1nc2ccc(C(=O)O)cc2nc1CC | 22% | i | 0.35 | -0.19 | 0.71 | -1.8 | i | 4 | -1.5 | 846 | i | 52 | -10 | 2 | 6% | 1.6 | 1.5 | 7.1
COc1ccc(Cl)cc1C(=O)NCCN(C)C | 15% | i | -1.3 | -0.24 | -0.39 | 0.47 | i | -1 | . | . | i | 62 | -4 | -13 | 4% | 2.4 | 2.0 | 7.1
CSCCC(NC(=O)c1cc(C(C)(C)C)oc1C)C(=O)O (stereo unspecified) | 21% | i | -0.89 | -0.074 | -0.084 | 0.67 | i | 7 | -1.4 | 1135 | i | 23 | -5 | -33 | 1% | 5.1 | 2.3 | 2.3
N#C/C(=C\c1ccncc1)c1nc2ccccc2o1 | -11% | i | -0.28 | -0.15 | 0.46 | -0.47 | . | . | 0.2 | 1403 | i | 15 | . | . | 5% | . | . | .
Cc1c2c(c(C)n1C)C(C(=O)NC1CCCCC1)N(Cc1ccccc1)C2=O (stereo unspecified) | -7% | i | 0.95 | -0.23 | 0.68 | -0.85 | i | -42 | -0.2 | 1076 | i | 13 | -2 | 7 | 2% | 2.3 | 1.8 | 12
O=C(Nc1ccc(Br)c2cccnc12)c1ccc(Cn2cc(Cl)cn2)o1 | 3% | i | 0.091 | -0.1 | 1.2 | -1.4 | i | 7 | -1.5 | 912 | i | 58 | 8 | -4 | 4% | 2.5 | 1.8 | 3.2
O=C(c1ccccn1)N1CCN(c2ccc(C(F)(F)F)cn2)CC1 | 14% | i | -0.53 | -0.067 | -0.28 | 1.2 | i | -1 | -0.9 | 1254 | i | 50 | -5 | 1 | 2% | 3.1 | 3.1 | 7.5
COC(=O)C(C(=O)OC)C(C[N+](=O)[O-])c1ccc(OC)c(OC)c1 (stereo unspecified) | -1% | i | -0.57 | -0.16 | -0.47 | -0.59 | i | 19 | 0.1 | 1325 | i | 13 | -7 | -16 | 4% | 2.4 | 1.5 | 4.8
CC(=O)Nc1ccc(OCCCNC(=O)c2c(-c3ccccc3)noc2C)cc1 | 1% | i | 0.1 | -0.26 | -0.031 | 0.22 | . | . | 0.4 | 1316 | i | 54 | . | . | -1% | . | . | .
O=C(NCCc1ccccc1)c1cccnc1 | 8% | i | -0.8 | -0.045 | -0.18 | 0.7 | i | 11 | . | . | i | 57 | -4 | -1 | 3% | 1.6 | 1.5 | 11
CCn1c(C)cc2c(c1=O)C(c1ccccc1Br)C(C#N)=C(N)O2 (stereo unspecified) | -26% | i | -0.6 | -0.22 | -0.14 | 0.56 | i | -3 | 1.9 | 1103 | i | 28 | 7 | 10 | 12% | 3.9 | 2.7 | 1.2
CC(=O)Nc1ccc(Nc2ccc(N3C(=O)CCCC3=O)cc2[N+](=O)[O-])cc1 | 1% | i | -0.66 | 0.33 | -0.55 | 0.26 | i | -1 | -2.3 | 471 | i | 36 | -12 | -9 | 10% | 1.9 | 3.1 | 3.5
CN1CCC(Oc2ccccc2Sc2ccc(C(F)(F)F)cc2)CC1 | -1% | i | 0.79 | -0.15 | 0.6 | -1.2 | i | 10 | 1.5 | 809 | i | 8 | 73 | 88 | 0% | 1.8 | 1.0 | 15
CCCN1CCN(C(=O)c2nn(-c3ccc(OC)cc3)c(=O)c3c2c2ccccc2n3C)CC1 | 3% | i | -0.4 | -0.22 | -0.078 | 0.23 | i | 16 | 1.0 | 584 | i | 41 | -7 | 3 | 2% | 1.4 | 1.5 | 7.9
CS(=O)(=O)N(Cc1ccccc1)c1ccccc1C(=O)N1CCN(c2ccccc2)CC1 | -6% | i | 0.72 | -0.42 | 0.44 | -0.81 | i | -1 | 0.0 | 1122 | i | 40 | . | . | 10% | 1.8 | 1.4 | 7.7

Compound activity from PubChem BioAssay.
